SNCA expr inh – Primary qHTS assay for inhibitors of alpha-synuclein gene (SNCA) expression. 0.17% of 140,000 active. HEK-293 SNCA-luciferase knock-in, luminescence, 24 h. Potency, µM (series often up to 57.2 µM), for the others: at the highest dose activity change, negative = inhibition, actives largely listed as inhibitors. AID 1671194, 2021;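 further: potency means the concentration at half of the fitted maximal effect; plate controls were DMSO cells for no effect and cell-free wells for full effect; nearly all actives have a fitted effect of over 45% in size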
3T3 cytotox – Cytotoxic Profiling in NIH 3T3 Cell Line of Diverse Libraries Using Quantitative High-Throughput Screening. NIH 3T3 viability, CellTiter-Glo ATP luminescence, 48-72 h. Potency, µM (top dose mostly 96.7 µM), for inactives: top-dose activity change, negative = cytotoxicity, most hits filed as inhibitors. 4.3% of 94,000 active; further: potency means the concentration at half of the fitted maximal effect; nearly all actives have a fitted effect of over 55% in size
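Cells were seeded at 400 per well, treated with pin-transferred compound, and kept 48 or 72 hr at 37 °C before CellTiter-Glo addition and luminescence imaging of cellular ATP.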
FLuc inh – Firefly luciferase inhibition profiling of diverse chemical library using quantitative high-throughput screening. Potency, µM (series often up to 115 µM), for the others: at the highest dose activity change, negative = inhibition, usual class: inhibitors. AID 1347043, 2019. purified P. pyralis luciferase, luminescence, biochemical. 2.5% of 76,000 active; further: potency means the concentration at half of the fitted maximal effect; nearly all actives have a fitted effect of over 65% in size
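Luminescence read by CCD imager after adding enzyme (10nM final) to wells holding compound, titrated in qHTS. Substrates 10uM each D-luciferin and ATP; buffer 50mM Tris acetate pH 7.5, 10mM Mg acetate, Tween-20, BSA.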
IP6K1 inhibitor – Primary qHTS assay for small molecule inhibitors of Inositol hexaphosphate kinase 1 (IP6K1) | IP6K1 kinase, ADP-Glo luminescence, 2 h; hits give low values | activity change, % (series mostly up to about 58 µM) | 0.81% of 140,000 active | AID 1645851, 2021; in the data active means activity change below about -25%
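ADP-Glo luminescence measures ADP made by human IP6K1 during a 2 h RT reaction with ATP/IP6 (mix at 1.3 mM/130 uM); top library doses 57.5 and 19.1 uM final.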
HEK293 viab – GF-AFC viability counterscreen for inhibitors of alpha-synuclein gene (SNCA) expression; 0.12% of 150,000 active; HEK-293-SNCA-luc viability, GF-AFC fluorescence, 24 h; Potency, µM (top dose mostly 57.1 µM), for the others: at the top dose activity change, negative = cytotoxicity, usual class: cytotoxic;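 further: potency means the concentration at half of the fitted maximal effect; 0% = DMSO-treated cells and -100% = medium-only wells without cells; nearly all actives have a fitted effect of over 30% in size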
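HEK-293-SNCA-luc cells (1500/well) plated 24 h, then exposed 24 h to a dilution series; GF-AFC added 30 min at 37C, fluorescence 405/540 nm; normalised to medium-only and DMSO wells, Hill fit.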
HEK cytotox – Cytotoxic Profiling in HEK 293 Cell Line of Diverse Libraries Using Quantitative High-Throughput Screening; HEK 293 viability, ATP luminescence (CellTiter-Glo), 48-72 h; Potency, µM (doses to about 115 µM), inactives show at the top dose activity change, negative = cytotoxicity, actives largely listed as inhibitors; 6.6% of 94,000 active; AID 1345083, 2018; further: potency means the concentration at half of the fitted maximal effect; nearly all actives have a fitted effect of over 60% in size
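HEK 293 seeded at 250 cells/well receive compound via pintool. After 48 or 72 hr at 37 degree Celsius, 5% CO2 and 95% humidity, CellTiter-Glo is dispensed and luminescence read following 10 min at room temperature.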
GPT2 inh – Primary qHTS assay for inhibitors of Glutamate pyruvate transaminase 2 (GPT2). Recombinant GPT2, coupled pyruvate oxidase/HRP Amplex Red fluorescence. Potency, µM (doses to about 57.7 µM), without a hit: at the top dose activity change, negative = inhibition, usual class: inhibitors. 0.25% of 100,000 active. AID 1671188, 2021; further: potency means the concentration at half of the fitted maximal effect; nearly all actives have a fitted effect of over 60% in size; many of its hits are not listed in these tables
Target sequence (Q8TD30 whole entry, looked up): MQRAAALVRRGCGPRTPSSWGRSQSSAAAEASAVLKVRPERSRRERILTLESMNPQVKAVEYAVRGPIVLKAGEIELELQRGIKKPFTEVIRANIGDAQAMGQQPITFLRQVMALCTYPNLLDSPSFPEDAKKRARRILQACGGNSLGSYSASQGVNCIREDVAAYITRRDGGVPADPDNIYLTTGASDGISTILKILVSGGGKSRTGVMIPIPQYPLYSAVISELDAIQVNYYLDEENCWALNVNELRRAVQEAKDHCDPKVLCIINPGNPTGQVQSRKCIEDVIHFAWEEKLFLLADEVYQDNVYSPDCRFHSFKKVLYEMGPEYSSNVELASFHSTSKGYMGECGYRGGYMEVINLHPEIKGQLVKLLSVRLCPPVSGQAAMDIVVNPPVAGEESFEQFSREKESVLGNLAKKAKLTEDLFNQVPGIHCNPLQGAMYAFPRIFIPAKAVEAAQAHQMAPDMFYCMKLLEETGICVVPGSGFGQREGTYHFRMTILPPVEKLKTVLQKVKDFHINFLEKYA
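GPT2 10ng/uL, a-KG 250uM, L-Ala 2mM, HEPES pH7.5 + 0.0001% Tween; 30 min RT. Then Amplex mix (PO/HRP/ThPP), 30 min RT dark, fluorescence. AOA 50uM used as positive control.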
* hit, by the source's call; i = inactive; ? = inconclusive; . = no result given; [ ] = another dose, or the depositor's remark. Unless noted, the call rests on the fitted dose curve; in most records, active means well fitted curve in the direction sought with a large enough effect; inconclusive means small, poorly fitted or top-dose-only effect, or another doubt; inactive means no such curve, though single readings can be large; an effect the other way counts as inactive or inconclusive. Unless noted, on the % scale 0 is the no-effect control and ±100 the full control effect.

Letters – A = SNCA expr inh; B = 3T3 cytotox; C = FLuc inh; D = IP6K1 inhibitor; E = HEK293 viab; F = HEK cytotox; G = GPT2 inh
(1) Cn1nc(C2CCCCC2)cc1[C@H]1CN2CC[C@H]1C[C@@H]2CNC(=O)NCc1ccccc1
  A: -26%	B: ?	C: -2%	D: 1	E: 1%	F: 79µM*	G: -2%
(2) O=[S+]([O-])(C1CC1)N1C2CCC1CN(Cc1cccnc1)C2
  A: ?	B: 0%	C: .	D: -1	E: 2%	F: -12%	G: -13%
(3) CC(CCc1ccccc1)NC(C)C(O)c1ccc(O)cc1 (stereo unspecified)
  A: -11%	B: .	C: .	D: -19	E: 3%	F: .	G: 4%
(4) C#CCN(C)C[C@H]1CN2CC[C@H]1C[C@@H]2CNS(=O)(=O)c1ccccc1
  A: 5%[87.6 µM]	B: -16%[174 µM]	C: 2%[172 µM]	D: -14	E: 4%[87.6 µM]	F: -2%[172 µM]	G: -8%[88.5 µM]
(5) CCOC(=O)[C@@H]1[C@H]2c3ccccc3N(C)C(=O)[C@H]2N(C(=O)NCc2ccccc2)[C@@H]1c1ccccc1
  A: .	B: ?	C: .	D: 0	E: .	F: ?	G: .
(6) COCC(=O)NC[C@H]1C[C@@H]2CCN1C[C@@H]2CN1CCN(c2ccccn2)CC1
  A: -4%[87.6 µM]	B: 0%[174 µM]	C: -4%[172 µM]	D: -9	E: -1%[87.6 µM]	F: 5%[172 µM]	G: i
(7) CC(=O)Nc1ccc(S(=O)(=O)NC[C@H]2C[C@@H]3CCN2C[C@@H]3c2cc(-c3ccc(F)cc3)nn2C)cc1
  A: 6%	B: -27%	C: -7%	D: -8	E: 2%	F: ?	G: 3%
(8) O=[S+]1([O-])NCC2(CCN(Cc3cccnc3)C2)Oc2ncccc21 (stereo unspecified)
  A: -3%	B: i	C: .	D: -7	E: 4%	F: i	G: -2%
(9) CN1c2cccnc2CN(C2COC2)CC[C@H]1CO
  A: 7%[87.6 µM]	B: -1%[230 µM]	C: -4%[230 µM]	D: 6	E: 6%[87.6 µM]	F: -23%[230 µM]	G: 5%[88.5 µM]
(10) Cc1cccc(-n2c(CC3C(=O)Nc4ccc(C)cc43)nc3ccccc3c2=O)c1 (stereo unspecified)
  A: -21%	B: .	C: .	D: -1	E: ?	F: .	G: .
(11) CN1CCCCC1Cn1cc(C(=O)c2cc([N+](=O)[O-])ccc2I)c2ccccc21 (stereo unspecified)
  A: .	B: .	C: .	D: 17	E: 24µM*	F: .	G: ?

From entry 4 as far as 11, copied from above:
Letters – A = SNCA expr inh; B = 3T3 cytotox; C = FLuc inh; D = IP6K1 inhibitor; E = HEK293 viab; F = HEK cytotox; G = GPT2 inh
(4) C#CCN(C)C[C@H]1CN2CC[C@H]1C[C@@H]2CNS(=O)(=O)c1ccccc1
  A: 5%[87.6 µM]	B: -16%[174 µM]	C: 2%[172 µM]	D: -14	E: 4%[87.6 µM]	F: -2%[172 µM]	G: -8%[88.5 µM]
(5) CCOC(=O)[C@@H]1[C@H]2c3ccccc3N(C)C(=O)[C@H]2N(C(=O)NCc2ccccc2)[C@@H]1c1ccccc1
  A: .	B: ?	C: .	D: 0	E: .	F: ?	G: .
(6) COCC(=O)NC[C@H]1C[C@@H]2CCN1C[C@@H]2CN1CCN(c2ccccn2)CC1
  A: -4%[87.6 µM]	B: 0%[174 µM]	C: -4%[172 µM]	D: -9	E: -1%[87.6 µM]	F: 5%[172 µM]	G: i
(7) CC(=O)Nc1ccc(S(=O)(=O)NC[C@H]2C[C@@H]3CCN2C[C@@H]3c2cc(-c3ccc(F)cc3)nn2C)cc1
  A: 6%	B: -27%	C: -7%	D: -8	E: 2%	F: ?	G: 3%
(8) O=[S+]1([O-])NCC2(CCN(Cc3cccnc3)C2)Oc2ncccc21 (stereo unspecified)
  A: -3%	B: i	C: .	D: -7	E: 4%	F: i	G: -2%
(9) CN1c2cccnc2CN(C2COC2)CC[C@H]1CO
  A: 7%[87.6 µM]	B: -1%[230 µM]	C: -4%[230 µM]	D: 6	E: 6%[87.6 µM]	F: -23%[230 µM]	G: 5%[88.5 µM]
(10) Cc1cccc(-n2c(CC3C(=O)Nc4ccc(C)cc43)nc3ccccc3c2=O)c1 (stereo unspecified)
  A: -21%	B: .	C: .	D: -1	E: ?	F: .	G: .
(11) CN1CCCCC1Cn1cc(C(=O)c2cc([N+](=O)[O-])ccc2I)c2ccccc21 (stereo unspecified)
  A: .	B: .	C: .	D: 17	E: 24µM*	F: .	G: ?

Screening data as filed in PubChem BioAssay.

An excerpt; rates above refer to the full screens.
